JMJD2A Tudor: inhibitors of human JMJD2A Tudor domain. Potency, µM (titrated, usually from 114 µM), for inactives: at the highest dose activity change, negative = inhibition, most hits filed as inhibitors. O75164. AlphaScreen JMJD2A-Tudor / H3K4me3 peptide binding. 390,000 compounds, 4.4% hits; also: % is scaled to controls: 0 for no effect and ±100 for the full control effect; nearly all actives have a fitted effect of over 50% in size
G9a block: blocks human histone lysine methyltransferase G9a; Q96KQ7; Potency, µM (titrated, usually from 102 µM), inactives show at the highest dose activity, negative = inhibition, actives largely listed as inhibitors; G9a H3K9 monomethylation, AlphaScreen, 2 h; 350,000 compounds, 8.8% hits; also: % is scaled to controls: 0 for no effect and ±100 for the full control effect; nearly all actives have a fitted effect of over 75% in size
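G9a (20 nM) preincubated 15 min RT with compounds, then 500 nM biotinylated H3K9 peptide and 20 uM SAM added; 2 h RT reaction. Monomethyl-H3K9 product detected by AlphaScreen with anti-H3K9me1 antibody, streptavidin donor and anti-rabbit IgG acceptor beads.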
GLS inhibitor: inhibitors of human glutaminase (GLS); GLS enzymatic activity, qHTS titration; 410,000 compounds, 0.21% hits; Potency, µM (top dose mostly 45.5 µM), without a hit: at the highest dose activity change, negative = inhibition, usual class: inhibitors; O94925; also: % is scaled to controls: 0 for no effect and ±100 for the full control effect
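Glutamate formation by hKGA was monitored fluorometrically using coupled glutamate oxidase, HRP and Amplex Red. Substrate was added as 1 mM L-glutamine solution; incubation was 30 min at RT after an initial read.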
Pin1 inh: human Pin1 inhibition; Q13526; Pin1 FP peptide displacement, HiFluor488, 10 min; Potency, µM (doses to about 115 µM), without a hit: at the highest dose activity, negative = inhibition, most hits filed as inhibitors; 390,000 compounds, 0.009% hits; AID 504891; active = well fitted inhibition curve with a large enough effect in the polarisation, with a control signal flat, not every such curve was filed as active; inconclusive = small, poorly fitted or top-dose-only effect, or effect the other way, or a change in a side signal; inactive = no such curve, though single readings can be large or run the other way; the % refers to the polarisation; also: % is scaled to controls: 0 for no effect and ±100 for the full control effect
BLM inh: Bloom syndrome helicase (human) inhibition; recombinant BLM DNA unwinding, fluorescence dequenching; Potency, µM (top dose mostly 56.1 µM), for inactives: at the top dose activity change, negative = inhibition, actives largely listed as inhibitors; AID 2528; 350,000 compounds, 0.2% hits;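 also: plate controls were vehicle for no effect and no enzyme for full effect; nearly all actives have a fitted effect of over 35% in size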
BAZ2B inh: BAZ2B (human) inhibition | 360,000 compounds, 4.4% hits | AlphaScreen BAZ2B-H3K14Ac peptide displacement | Potency, µM (highest dose often 114 µM), inactives show at the highest dose activity change, negative = inhibition, hits mostly inhibitors; also: % is scaled to controls: 0 for no effect and ±100 for the full control effect; nearly all actives have a fitted effect of over 60% in size
Target sequence (Q9UIF8 whole entry, looked up): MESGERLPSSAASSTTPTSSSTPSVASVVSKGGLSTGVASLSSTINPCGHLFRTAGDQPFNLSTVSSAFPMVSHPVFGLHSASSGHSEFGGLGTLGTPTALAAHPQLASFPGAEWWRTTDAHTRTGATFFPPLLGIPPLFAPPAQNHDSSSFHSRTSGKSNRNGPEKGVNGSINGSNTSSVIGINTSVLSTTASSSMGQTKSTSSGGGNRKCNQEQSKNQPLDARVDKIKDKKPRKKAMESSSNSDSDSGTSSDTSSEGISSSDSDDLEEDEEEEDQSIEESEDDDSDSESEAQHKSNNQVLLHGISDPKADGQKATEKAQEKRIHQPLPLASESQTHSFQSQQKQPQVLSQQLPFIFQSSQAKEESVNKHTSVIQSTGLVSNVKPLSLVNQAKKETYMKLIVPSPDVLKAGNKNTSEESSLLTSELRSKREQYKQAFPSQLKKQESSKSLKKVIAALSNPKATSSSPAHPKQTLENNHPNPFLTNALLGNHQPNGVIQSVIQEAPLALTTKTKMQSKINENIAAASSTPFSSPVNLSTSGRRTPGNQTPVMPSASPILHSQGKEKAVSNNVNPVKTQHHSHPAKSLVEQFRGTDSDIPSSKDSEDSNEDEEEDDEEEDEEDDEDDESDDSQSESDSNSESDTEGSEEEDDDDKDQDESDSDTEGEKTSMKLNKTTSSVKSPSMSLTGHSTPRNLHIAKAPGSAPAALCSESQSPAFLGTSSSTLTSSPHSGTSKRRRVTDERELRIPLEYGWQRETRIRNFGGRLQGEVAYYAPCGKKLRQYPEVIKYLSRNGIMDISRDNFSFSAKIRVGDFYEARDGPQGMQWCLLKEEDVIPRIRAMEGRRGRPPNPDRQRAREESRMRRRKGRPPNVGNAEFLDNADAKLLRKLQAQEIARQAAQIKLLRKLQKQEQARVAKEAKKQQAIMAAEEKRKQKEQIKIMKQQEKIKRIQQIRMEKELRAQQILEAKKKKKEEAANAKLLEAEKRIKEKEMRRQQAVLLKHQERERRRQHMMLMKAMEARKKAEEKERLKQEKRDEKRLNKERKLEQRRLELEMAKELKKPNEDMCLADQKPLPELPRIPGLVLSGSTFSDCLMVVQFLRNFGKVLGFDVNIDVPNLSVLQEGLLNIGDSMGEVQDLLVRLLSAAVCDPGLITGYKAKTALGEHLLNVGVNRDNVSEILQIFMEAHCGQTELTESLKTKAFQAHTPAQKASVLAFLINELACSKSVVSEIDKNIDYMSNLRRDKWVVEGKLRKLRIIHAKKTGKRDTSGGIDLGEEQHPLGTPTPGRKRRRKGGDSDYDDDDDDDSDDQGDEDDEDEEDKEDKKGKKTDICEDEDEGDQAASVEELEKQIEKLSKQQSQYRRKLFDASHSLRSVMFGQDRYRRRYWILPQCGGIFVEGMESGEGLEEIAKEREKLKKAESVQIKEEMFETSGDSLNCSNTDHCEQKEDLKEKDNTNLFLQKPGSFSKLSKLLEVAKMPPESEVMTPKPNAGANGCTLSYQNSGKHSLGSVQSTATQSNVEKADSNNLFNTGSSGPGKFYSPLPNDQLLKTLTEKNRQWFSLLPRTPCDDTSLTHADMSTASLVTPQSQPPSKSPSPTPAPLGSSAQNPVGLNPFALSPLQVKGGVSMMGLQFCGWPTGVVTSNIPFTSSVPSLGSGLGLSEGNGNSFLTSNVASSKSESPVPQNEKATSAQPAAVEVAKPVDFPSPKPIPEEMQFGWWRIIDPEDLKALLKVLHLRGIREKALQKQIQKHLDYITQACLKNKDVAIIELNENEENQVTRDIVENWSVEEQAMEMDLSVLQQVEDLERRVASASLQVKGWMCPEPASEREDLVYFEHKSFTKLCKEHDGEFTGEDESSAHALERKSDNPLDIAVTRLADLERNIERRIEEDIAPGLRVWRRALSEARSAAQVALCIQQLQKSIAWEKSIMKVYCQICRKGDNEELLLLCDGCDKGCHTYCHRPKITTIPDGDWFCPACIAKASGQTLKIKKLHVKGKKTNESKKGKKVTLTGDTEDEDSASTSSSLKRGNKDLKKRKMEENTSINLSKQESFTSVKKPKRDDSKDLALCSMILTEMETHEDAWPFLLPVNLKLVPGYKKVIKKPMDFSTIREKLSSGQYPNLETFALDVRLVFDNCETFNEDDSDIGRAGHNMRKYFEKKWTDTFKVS
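AlphaScreen luminescence quantifies BAZ2B engagement of H3K14Ac peptide; the protein and biotinylated peptide are both at 50 nM final, buffer PBS pH 7.4 with 0.01% Tween-20, all steps at room temperature.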
HP1b binding inh: blocks HP1-beta chromodomain binding to methylated histone tails; AlphaScreen HP1-beta / biotin-H3K9me3 peptide binding; 390,000 compounds, 0.56% hits; Potency, µM (doses to about 114 µM), without a hit: at the top dose activity change, negative = inhibition, actives largely listed as inhibitors; also: nearly all actives have a fitted effect of over 70% in size; inactives centre near 23
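HP1-beta protein (50 nM final) preincubated 30 min at room temperature with biotinylated H3(1-18)K9me3 peptide (50 nM) in PBS pH 7.4, 0.01% Tween-20, then compound added for 30 min. AlphaScreen streptavidin donor/nickel chelate acceptor beads (10 ug/mL final), 30 min dark, luminescence read.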
Tb PGK inh: inhibitors of T. brucei phosphoglycerate kinase. P07378. PGK/GAPDH coupled, Kinase-Glo luminescence, 60 min. Potency, µM (top dose mostly 57.5 µM), without a hit: top-dose activity change, negative = inhibition, hits mostly inhibitors. 380,000 compounds, 0.043% hits; also: % is scaled to controls: 0 for no effect and ±100 for the full control effect; nearly all actives have a fitted effect of over 60% in size
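Recombinant glycosomal PGK reaction used 1,3-bisphosphoglycerate generated in-well by GAPDH (100nM final) in 100mM TEA pH 7.6, 5mM MgCl2, 0.01% Tween-20. After 60 minutes at room temperature, ATP was read by Kinase-Glo Plus luminescence end-point.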
POLI inh: inhibitors of human DNA polymerase iota; AID 588590; 390,000 compounds, 1% hits; Potency, µM (top dose mostly 115 µM), for inactives: top-dose activity, negative = inhibition, most hits filed as inhibitors; Q9UNA4; Pol iota fluorescent replication assay, 10 min
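Pol iota at 10 nM preincubated 15 min with compounds at room temperature; reaction started with fluorescent substrate, 50 nM final. Fluorescence read kinetically at 0 and 10 min; buffer-only wells as negative control.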
Active calls of the source: *; i = inactive; ? = inconclusive; / = no result given; [ ] = remark or other dose. Unless noted, calls follow the shape of the dose curve; as a rule, active = well fitted curve in the direction sought with a large enough effect; inconclusive = small, poorly fitted or top-dose-only effect, or another doubt; inactive = no such curve, though single readings can be large; an effect the other way counts as inactive or inconclusive. Potency is read from the fitted curve at half-maximal effect. Some of the compounds tested; rates above refer to the full screens.

cpd | Compound | BLM inh | G9a block | HP1b binding inh | Pin1 inh | BAZ2B inh
1 | C(=N\NCc1ccccc1)/c1ccc2ncccc2c1 | 0% | -53% | 39%[activator] | 0% | -33%
2 | COCCCNC(=O)c1ccc(Cn2c(=O)c3ccccc3n(Cc3c(C)cc(C)cc3C)c2=O)cc1 | 2% | 4%[59 µM] | 27% | -5% | 6%
3 | Cc1ccsc1/C=N/Nc1ncc(Cl)cc1Cl | 0% | 35%[59 µM] | 46%[activator] | -8% | -7%
4 | O=C(CN1CCN(Cc2ccccc2F)C1=O)NCC1CCCO1 (stereo not given) | -2% | 5% | 25% | -5% | -1%
5 | Cc1ccc(C(=O)c2cnc3cc4c(cc3c2S(=O)(=O)c2ccccc2)OCCO4)cc1 | -4% | -6% | 12% | 40%[activator] | -7%
6 | COc1ccc(NC(=O)Cn2c(C)csc2=O)c(OC)c1 | / | -7%[12.7 µM] | -11% | 2% | -4%
7 | NC(=O)C1(c2ccccc2)CCOCC1 | -2% | 7%[59 µM] | 20% | -9% | -1%
8 | O=C(C1CC1)N(Cc1ccco1)c1nc(-c2ccccc2)cs1 | -9% | ? | 41%[activator] | 28% | 8%
9 | Cc1ccc(S(=O)(=O)N2CCc3cc(C(=O)NCCc4ccccc4)ccc32)cc1 | -7% | -1%[59 µM] | 11% | 19% | -4%
10 | O=C(Nc1ccc2c(c1)OCO2)N1CCOCC1 | -3% | ? | 25% | -4% | -4%
11 | O=[N+]([O-])c1ccccc1/C=C/C=N/n1c(-c2ccccc2F)n[nH]c1=S | -15% | 1.8µM* | ? | -19% | ?
12 | Cc1ccc(C2C(C(=O)c3sc(-c4ccccc4)nc3C)=C(O)C(=O)N2CCN(C)C)o1 (stereo not given) | / | / | 13% | -2% | /

cpd | GLS inhibitor | Tb PGK inh | POLI inh | JMJD2A Tudor
1 | -15% | i | 13% | -27%
2 | -2% | -6% | -14% | -10%
3 | -4% | -2% | -5% | -24%
4 | -7% | -20% | 24% | -2%
5 | 1% | -6% | 13% | -13%
6 | 2% | 3% | -12% | -26%
7 | -9% | -9% | 4% | 2%
8 | 20% | -3% | 1% | -30%
9 | -7% | -4% | ? | -10%
10 | 18% | 4% | 17% | -3%
11 | 1% | -2% | 99%[activator] | 45µM*
12 | -3% | 5% | 46%[activator] | -16%

A draw from above in order of length of the SMILES, falling:
cpd | Compound | BLM inh | G9a block | HP1b binding inh | Pin1 inh | BAZ2B inh
2 | COCCCNC(=O)c1ccc(Cn2c(=O)c3ccccc3n(Cc3c(C)cc(C)cc3C)c2=O)cc1 | 2% | 4%[59 µM] | 27% | -5% | 6%
12 | Cc1ccc(C2C(C(=O)c3sc(-c4ccccc4)nc3C)=C(O)C(=O)N2CCN(C)C)o1 (stereo not given) | / | / | 13% | -2% | /
11 | O=[N+]([O-])c1ccccc1/C=C/C=N/n1c(-c2ccccc2F)n[nH]c1=S | -15% | 1.8µM* | ? | -19% | ?
9 | Cc1ccc(S(=O)(=O)N2CCc3cc(C(=O)NCCc4ccccc4)ccc32)cc1 | -7% | -1%[59 µM] | 11% | 19% | -4%
8 | O=C(C1CC1)N(Cc1ccco1)c1nc(-c2ccccc2)cs1 | -9% | ? | 41%[activator] | 28% | 8%
4 | O=C(CN1CCN(Cc2ccccc2F)C1=O)NCC1CCCO1 (stereo not given) | -2% | 5% | 25% | -5% | -1%
6 | COc1ccc(NC(=O)Cn2c(C)csc2=O)c(OC)c1 | / | -7%[12.7 µM] | -11% | 2% | -4%
1 | C(=N\NCc1ccccc1)/c1ccc2ncccc2c1 | 0% | -53% | 39%[activator] | 0% | -33%
3 | Cc1ccsc1/C=N/Nc1ncc(Cl)cc1Cl | 0% | 35%[59 µM] | 46%[activator] | -8% | -7%

cpd | GLS inhibitor | Tb PGK inh | POLI inh | JMJD2A Tudor
2 | -2% | -6% | -14% | -10%
12 | -3% | 5% | 46%[activator] | -16%
11 | 1% | -2% | 99%[activator] | 45µM*
9 | -7% | -4% | ? | -10%
8 | 20% | -3% | 1% | -30%
4 | -7% | -20% | 24% | -2%
6 | 2% | 3% | -12% | -26%
1 | -15% | i | 13% | -27%
3 | -4% | -2% | -5% | -24%

Continued.
cpd | Compound | BLM inh | G9a block | HP1b binding inh | Pin1 inh | BAZ2B inh
13 | COc1cc(C(=O)N2c3ccccc3CCC2C)cc(OC)c1OC (stereo not given) | -3% | 28%[0.501 µM] | 13% | -6% | 7%
14 | O=C(N/N=C/C=C\c1ccccc1[N+](=O)[O-])c1ccncc1 | -6% | -35% | 16% | -2% | 18%
15 | CC(=O)c1cccc(NC(=O)C(C)OC(=O)/C=C/c2cccs2)c1 (stereo not given) | / | -41% | 12% | -1% | 8%
16 | Cc1ccc(NC(=O)CSc2ncccc2C(=O)Oc2cccc([N+](=O)[O-])c2)cc1Cl | -16% | 50µM* | 23% | 7% | -8%
17 | CCOC(=O)C1CCN(CC(O)COc2ccc(C(=O)CC)cc2)CC1 (stereo not given) | 1% | -50%[59 µM] | 38% | -2% | 3%
18 | CN(C)S(=O)(=O)c1cccc(NC(=O)COc2cccc(C#N)c2)c1 | 5% | ? | 17% | -6% | 0%
19 | Cc1ccc(-n2[nH]c(C)c(C=Nc3cc(C)ccn3)c2=O)cc1 | -1% | ? | 19% | 2% | -29%
20 | Cc1cccc(OCC(=O)N2CCN(C(=O)c3ccc([N+](=O)[O-])cc3)CC2)c1 | 1% | 7% | 32% | 1% | -14%
21 | CS(=O)(=O)N1CCN(C2C3CC4CC(C3)CC2C4)CC1 (stereo not given) | -11% | / | ? | -9% | -6%
22 | Cc1ccc(S(=O)(=O)N2CCCC2)s1 | -1% | 26% | 21% | 1% | 6%
23 | O=C(Nc1cc(S(=O)(=O)N2CCCCC2)ccc1O)c1ccccc1NS(=O)(=O)c1ccc(F)c(F)c1 | -5% | ? | -8% | -14% | -9%
24 | Cc1ccc(Cl)cc1N1CCN(CCCNc2ncnc3onc(-c4ccc(F)cc4)c23)CC1 | -9% | ? | 14% | 4% | -10%[57.1 µM]

cpd | GLS inhibitor | Tb PGK inh | POLI inh | JMJD2A Tudor
13 | 1% | -6% | 122%[activator] | -27%
14 | 6% | 10% | 64%[activator] | -9%
15 | 2% | -6% | 12% | -9%
16 | -16% | -1% | 28% | -26%
17 | 3% | -4% | -3% | -16%
18 | -11% | -4% | 6% | -4%
19 | -11% | -11% | 0% | -32%
20 | 9% | -9% | 88%[activator] | 10%
21 | 1% | -4% | -5% | 10µM*
22 | 6% | -14% | -9% | -5%
23 | 25% | -1% | 1% | -24%
24 | -1% | i | 4% | -35%

More entries:
cpd | Compound | BLM inh | G9a block | HP1b binding inh | Pin1 inh | BAZ2B inh
25 | Cc1cccc(C)c1NC(=S)N/N=C/c1c(Cl)cccc1Cl | -1% | -15% | 9% | -6% | -12%
26 | CC(C)Oc1cccc(C(=O)Nc2ccc(CN3CCOCC3)cc2)c1 | 3% | 8%[59 µM] | 21% | -3% | 7%
27 | COc1ccc2[nH]c3c(c2c1)CCN1C(=O)N([C@@H](C)C(=O)NCc2ccc(C)cc2)C(=O)[C@]31C | -9% | / | 21% | 5% | 11%
28 | O=Cc1ccc(O)c2ncccc12 | 3% | ? | 81%[activator] | 6% | 1.3µM*
29 | CN(C)S(=O)(=O)N1CCC(Oc2ccc(C(=O)N3C[C@@H]4CCC[C@H]3C4)cc2)CC1 | / | / | 40%[activator] | 0% | /
30 | Cc1ccc(S(=O)(=O)c2cn(Cc3ccccc3)c3cc(N4CCCC4)c(F)cc3c2=O)c(C)c1 | -4% | -9%[59 µM] | 27% | 17% | 4%
31 | CCOc1ccc(S(=O)(=O)Nc2cc(F)ccc2F)c2cccnc12 | -2% | -24% | -5% | -11% | -36%
32 | CCC(C(=O)N(C(C)C)C(C)C)c1ccccc1 (stereo not given) | / | -1%[0.501 µM] | 52%[activator] | 1% | 0%
33 | Cc1ccc2c(c1)C1CN(C)CCC1N2S(=O)(=O)c1ccc(C#N)cc1 (stereo not given) | / | 5%[2.33 µM] | 21% | 1% | -26%
34 | Cc1cc(C)c2c(CC(=O)O)c(C)[nH]c2c1 | -6% | / | 0% | -9% | -38%
35 | O=C(CN1C(=O)COc2ccc(S(=O)(=O)N3CCCCCC3)cc21)NCCc1ccccc1 | -3% | -27%[59 µM] | 0% | -10% | -16%
36 | O=C(CNC(=O)c1ccccc1F)NCCOc1ccccc1Cl | 6% | -1%[2.33 µM] | 0% | -3% | -8%

cpd | GLS inhibitor | Tb PGK inh | POLI inh | JMJD2A Tudor
25 | 0% | 0% | 33%[activator] | -20%
26 | 0% | i | 7% | -3%
27 | 10% | 9% | 18% | -12%
28 | 13% | -3% | 52%[activator] | 2.8µM*
29 | -1% | i | 13% | -7%
30 | -23% | -4% | -15% | -8%
31 | 25% | -4% | ? | -30%
32 | -10% | -3% | 24% | -1%
33 | 0% | -2% | 18% | -23%
34 | ? | 0% | 31%[activator] | -20%
35 | -8% | -1% | 36%[activator] | -17%
36 | 2% | -9% | 22% | -9%

(more compounds)
cpd | Compound | BLM inh | G9a block | HP1b binding inh | Pin1 inh | BAZ2B inh
37 | COc1cccc(/C=N/N2CCN(C)CC2)c1 | 1% | -8%[59 µM] | 3% | -5% | -5%
38 | COc1ccc(/C=N/NC(=O)c2ccccc2OCc2ccccc2)c(OC)c1 | -8% | 4% | 15% | 11% | -7%
39 | Cc1ccccc1NC(=S)NCc1ccc2[nH]c3c(c2c1)CCCC3 | -2% | 40µM* | ? | 1% | 40µM*
40 | CC(C)C(c1nnnn1CCc1ccccc1)N1CCOCC1 (stereo not given) | 4% | ? | 50%[activator] | 2% | -8%

cpd | GLS inhibitor | Tb PGK inh | POLI inh | JMJD2A Tudor
37 | 8% | i | -12% | -26%
38 | -20% | -8% | -9% | -15%
39 | 2% | -1% | ? | 40µM*
40 | -2% | -13% | -17% | 4%

Screening data from PubChem.
